Screening results as filed in PubChem.
Pf growth 96h: Primary qHTS for delayed death inhibitors of the malarial parasite plastid, 96 hour incubation | P. falciparum luciferase reporter growth, 96 h | Potency, µM (series often up to 28.7 µM), without a hit: at the highest dose activity change, negative = inhibition, hits mostly inhibitors | 6.9% of 320,000 active; also: potency is read from the fitted curve at half-maximal effect; % is scaled to controls: 0 for no effect and ±100 for the full control effect
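Plates of compound plus infected erythrocytes (2% hematocrit, 0.05% parasitemia final) incubate 96 hours, 37 C, 5% CO2. Detection reagent added; reduced luminescence from the parasites' luciferase reporter flags inhibition.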
LmPK inhibitor: qHTS Assay for Inhibitors of Leishmania Mexicana Pyruvate Kinase (LmPK). Q27686. AID 1721, 2009. purified LmPK, Kinase-Glo ATP luminescence, 1 h. 0.37% of 290,000 active. Potency, µM (doses to about 57.5 µM), inactives show at the top dose activity change, negative = inhibition, hits mostly inhibitors; also: potency is read from the fitted curve at half-maximal effect; % is scaled to controls: 0 for no effect and ±100 for the full control effect
Target sequence (Q27686 whole entry, looked up): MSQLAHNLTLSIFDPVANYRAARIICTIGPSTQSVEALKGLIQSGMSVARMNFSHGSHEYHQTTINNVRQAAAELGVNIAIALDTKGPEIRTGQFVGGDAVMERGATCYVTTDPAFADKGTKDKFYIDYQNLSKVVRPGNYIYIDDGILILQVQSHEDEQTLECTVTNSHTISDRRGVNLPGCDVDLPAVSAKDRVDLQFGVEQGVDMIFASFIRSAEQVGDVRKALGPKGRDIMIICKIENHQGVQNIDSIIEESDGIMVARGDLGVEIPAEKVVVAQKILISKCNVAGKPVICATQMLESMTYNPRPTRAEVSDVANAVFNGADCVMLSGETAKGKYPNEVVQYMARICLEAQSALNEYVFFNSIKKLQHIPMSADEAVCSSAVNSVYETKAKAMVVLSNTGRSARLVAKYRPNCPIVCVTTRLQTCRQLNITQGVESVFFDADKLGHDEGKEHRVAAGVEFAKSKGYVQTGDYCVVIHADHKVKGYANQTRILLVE
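0.1 nM LmPK, 0.5 mM PEP, 0.1 mM ADP; 50 mM imidazole pH 7.2, 7 mM MgCl2, 50 mM KCl; 1 h RT. Kinase-Glo luminescence readout, normalized to no-enzyme (full inhibition) and uninhibited wells.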
CHX counter: Cycloheximide Counterscreen for Small Molecule Inhibitors of Shiga Toxin; 12% of 300,000 active; max response, %; cell reporter, cycloheximide protein synthesis inhibition counterscreen; in the data active = max response mostly above about 13%, no sharp cut-off; inactive = mostly below about 14%; also: read at 38.3 µM for the half of the compounds with a filed dose; 0% is about no effect
Shiga inhibitor: A qHTS for Small Molecule Inhibitors of Shiga Toxin. Vero cells, Shiga toxin protein synthesis inhibition reporter. inhibition, % at 38.7 µM. 9.2% of 290,000 active. AID 2315, 2010; in the data active = inhibition mostly above about 28%, no sharp cut-off; inactive = mostly below about 43%; also: 0% is about no effect
AmpC no deterg: qHTS Inhibitors of AmpC Beta-Lactamase (assay without detergent); P00811; AmpC nitrocefin hydrolysis, absorbance 480 nm, 0.0001% Triton; Potency, µM (doses to about 57.1 µM), without a hit: at the top dose activity change, negative = inhibition, hits mostly inhibitors; 0.52% of 330,000 active; AID 485341, 2010;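 also: potency is read from the fitted curve at half-maximal effect; plate controls were no compound for no effect and no enzyme for full effect; nearly all actives have a fitted effect of over 20% in size; some results filed as inactive show a strong effect at the top dose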
Target sequence (P00811 whole entry, looked up): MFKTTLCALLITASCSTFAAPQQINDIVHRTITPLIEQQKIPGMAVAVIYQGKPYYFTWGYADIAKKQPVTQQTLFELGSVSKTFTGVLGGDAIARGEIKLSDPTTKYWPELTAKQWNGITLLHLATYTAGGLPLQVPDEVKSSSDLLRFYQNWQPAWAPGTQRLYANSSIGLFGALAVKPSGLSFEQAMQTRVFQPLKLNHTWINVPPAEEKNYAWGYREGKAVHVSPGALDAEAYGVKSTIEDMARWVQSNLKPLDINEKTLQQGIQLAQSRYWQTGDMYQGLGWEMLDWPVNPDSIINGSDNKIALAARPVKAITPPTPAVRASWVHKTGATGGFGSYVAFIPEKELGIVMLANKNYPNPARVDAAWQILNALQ
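20 mM phosphate pH 7.0 + 0.01% (detergent screen) or 0.0001% Triton X-100; 5.3 nM AmpC reagent; cpd preinc 15 min RT; nitrocefin (800 uM stock) to start; A480 q20 s × 4 min; Activity was normalised to no-enzyme and no-compound control wells.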
Tb PYK inh: qHTS of Trypanosoma Brucei Inhibitors; pyruvate kinase (Trypanosoma brucei), Q57TT1; TbPYK enzyme, Kinase-Glo Plus ATP luminescence, 45 min; Potency, µM (series often up to 76.8 µM), without a hit: at the top dose activity, negative = inhibition, most hits filed as inhibitors; 0.12% of 410,000 active; AID 624173, 2012; also: potency is read from the fitted curve at half-maximal effect; % is scaled to controls: 0 for no effect and ±100 for the full control effect; nearly all actives have a fitted effect of over 50% in size
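Enzyme and substrate buffer are dispensed first and compound is pin-transferred. ADP at 130 uM final then starts the reaction, which runs 45 min at room temperature. Detection reagent is added for 10 min before luminescence is imaged.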
Pf growth 48h: Primary qHTS for delayed death inhibitors of the malarial parasite plastid, 48 hour incubation | P. falciparum luciferase growth in erythrocytes, 48 h | Potency, µM (top dose mostly 28.7 µM), inactives show at the highest dose activity change, negative = inhibition, actives largely listed as inhibitors | 5.9% of 310,000 active; also: potency is read from the fitted curve at half-maximal effect; % is scaled to controls: 0 for no effect and ±100 for the full control effect
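Growth was read as firefly luciferase luminescence after a 48 h, 37 C, 5% CO2 exposure of compounds to reporter-bearing P. falciparum cultures (0.1% parasitemia, 2% hematocrit final) in Albumax-supplemented RPMI 1640.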
Active calls of the source: *; & = joins results of further samples; [ ] = another dose, or the depositor's remark. Unless noted, calls follow the shape of the dose curve; as a rule, active = well fitted curve in the direction sought with a large enough effect; inconclusive = small, poorly fitted or top-dose-only effect, or another doubt; inactive = no such curve, though single readings can be large; an effect the other way counts as inactive or inconclusive.

`CCN(C(=O)CSc1nnc(COc2ccccc2F)n1N)C1CCS(=O)(=O)C1` (stereo not drawn) gave Pf growth 96h -7%, LmPK inhibitor -10%, CHX counter -4, Shiga inhibitor 2, AmpC no deterg 17%, Tb PYK inh 3% and Pf growth 48h -23%.
Cc1ccc(CC2CC(=O)N(c3ccc(C)cc3)C2=O)cc1 (stereo not drawn) was read as Pf growth 96h 44%[1.15 µM], LmPK inhibitor 0%, CHX counter -2, Shiga inhibitor 3, AmpC no deterg -5%, Tb PYK inh 1% and Pf growth 48h 19%.
Cc1nc(NC(=O)c2cc(-n3cnnc3)ccc2Cl)ccc1Br was read as Pf growth 96h -9%, LmPK inhibitor -7%, CHX counter -3, Shiga inhibitor 14, AmpC no deterg -10%, Tb PYK inh 0% and Pf growth 48h -11%.
Screening COc1ccc2nc(C)cc(N3CCN(S(=O)(=O)c4ccccc4F)CC3)c2c1 returned Pf growth 96h 9.3µM*, AmpC no deterg 107%[activator], Tb PYK inh 3% and Pf growth 48h inconclusive.
Screening CC(=O)c1ccc(N(C(=O)CNC(=O)c2ccco2)C(C(=O)NC2CCCC2)c2ccco2)cc1 (stereo not drawn) returned Pf growth 96h 2%, LmPK inhibitor -1%, CHX counter -3, Shiga inhibitor -8, AmpC no deterg -6%, Tb PYK inh 3% and Pf growth 48h 4%.
`c1cc2c(cc1Nc1nc(-c3ccc4c(c3)OCO4)cs1)OCCO2` gave Pf growth 96h -6%, LmPK inhibitor -1%, CHX counter 64*, Shiga inhibitor 78*, AmpC no deterg -20%, Tb PYK inh -9% and Pf growth 48h -65%.
Screening CS(=O)(=O)N(C(=O)NC(=O)NC1CCS(=O)(=O)C1)C1CCCCC1 (stereo not drawn) returned LmPK inhibitor 1%, CHX counter -1, Shiga inhibitor -3, AmpC no deterg -9%, Tb PYK inh 1% and Pf growth 48h inconclusive.
Screening COc1ccccc1C(=O)N/N=C/C(C)=C/c1ccccc1 returned Pf growth 96h -6%, LmPK inhibitor 2%, CHX counter 19*, Shiga inhibitor 113, AmpC no deterg -51%, Tb PYK inh -9% and Pf growth 48h 15%.
`Cc1ccc2ccc(C(Nc3cccc(C(F)(F)F)c3)c3cccnc3)c(O)c2n1` (stereo not drawn) gave Pf growth 96h inconclusive, LmPK inhibitor 8%, CHX counter -6, Shiga inhibitor -6, AmpC no deterg 2%, Tb PYK inh 3% and Pf growth 48h inconclusive.
Screening Cc1cccc(NC(=O)COC(=O)CSc2ccccc2)c1C returned Pf growth 96h -22%, AmpC no deterg -13%, Tb PYK inh -1% and Pf growth 48h inconclusive.

Quoted at random: 3 records from the list, in no set order.
`Cc1ccc2ccc(C(Nc3cccc(C(F)(F)F)c3)c3cccnc3)c(O)c2n1` (stereo not drawn) gave Pf growth 96h inconclusive, LmPK inhibitor 8%, CHX counter -6, Shiga inhibitor -6, AmpC no deterg 2%, Tb PYK inh 3% and Pf growth 48h inconclusive.
`c1cc2c(cc1Nc1nc(-c3ccc4c(c3)OCO4)cs1)OCCO2` gave Pf growth 96h -6%, LmPK inhibitor -1%, CHX counter 64*, Shiga inhibitor 78*, AmpC no deterg -20%, Tb PYK inh -9% and Pf growth 48h -65%.
Screening Cc1cccc(NC(=O)COC(=O)CSc2ccccc2)c1C returned Pf growth 96h -22%, AmpC no deterg -13%, Tb PYK inh -1% and Pf growth 48h inconclusive.

Next section:
For COc1ccc(/C=C/C(=O)c2ccc(OC)cc2O)cc1 the results were Pf growth 96h 1%, LmPK inhibitor 0%, CHX counter 41*, Shiga inhibitor 42*, AmpC no deterg -14%, Tb PYK inh 2% and Pf growth 48h 35%[activator].
Cc1cccc(Cn2c(Cc3ccccc3)nc3ccccc32)c1 was read as Pf growth 96h 17%, LmPK inhibitor 7%, CHX counter 4, Shiga inhibitor 12, AmpC no deterg -7%, Tb PYK inh -2%&1% and Pf growth 48h -2%.
`CN(c1ccccc1C(=O)Nc1ccc(S(=O)(=O)N2CCOCC2)cc1)S(=O)(=O)c1ccccc1` gave Pf growth 96h -6%, LmPK inhibitor 5%, CHX counter -3, Shiga inhibitor -4, AmpC no deterg 16%, Tb PYK inh -3% and Pf growth 48h inconclusive.
For CCOC(=O)c1cc(CC)sc1NC(=O)CN1C(=O)C(=O)N(CC(C)C)C1=O the results were Pf growth 96h 5%, AmpC no deterg -21%, Tb PYK inh -8% and Pf growth 48h 35%[activator].
For COc1ccccc1N(C1=NCCCS1)S(=O)(=O)c1ccc(C(C)(C)C)cc1 the results were Pf growth 96h 20%, LmPK inhibitor 11%, CHX counter -1, Shiga inhibitor 6, AmpC no deterg 34%, Tb PYK inh -3% and Pf growth 48h inconclusive.
Screening N#Cc1ccccc1NC(=O)CN1CCN(c2ccccn2)CC1 returned Pf growth 96h 6%, LmPK inhibitor -4%, CHX counter -5, Shiga inhibitor -4, AmpC no deterg -2%, Tb PYK inh 1% and Pf growth 48h 3%.
CCOc1cccc(C(=O)N(Cc2ccc(F)cc2)C2CCS(=O)(=O)C2)c1 (stereo not drawn) was read as Pf growth 96h inconclusive, LmPK inhibitor -1%, CHX counter 1, Shiga inhibitor -3, AmpC no deterg 25%, Tb PYK inh -4% and Pf growth 48h 2%.
CN(CC(=O)Nc1cccc(F)c1)CC(=O)Nc1cccc(S(=O)(=O)N2CCCCCC2)c1 was read as Pf growth 96h 0%, LmPK inhibitor 8%, CHX counter -4, Shiga inhibitor 35, AmpC no deterg 25%, Tb PYK inh 4% and Pf growth 48h inconclusive.
`O=C(CCN1CCCC1=O)NC1CCCc2c1cnn2-c1ccccc1F` (stereo not drawn) gave Pf growth 96h inconclusive, LmPK inhibitor 8%, CHX counter -5, Shiga inhibitor -9, AmpC no deterg -24%, Tb PYK inh -2% and Pf growth 48h 32%[activator].
`Cc1cc2[nH]c(=O)c(=O)[nH]c2cc1S(=O)(=O)Nc1ccccc1F` gave Pf growth 96h -19%, LmPK inhibitor 1%, CHX counter -1, Shiga inhibitor 1, AmpC no deterg -11%, Tb PYK inh 0% and Pf growth 48h 15%.
`O=C(COC(=O)CCN1C(=O)c2ccccc2C1=O)Nc1ccccc1[N+](=O)[O-]` gave Pf growth 96h -7%, AmpC no deterg -26%, Tb PYK inh 6% and Pf growth 48h 10%.
`O=C(Cn1cc([N+](=O)[O-])cn1)N1CCN(c2ccccc2)CC1` gave Pf growth 96h inconclusive, LmPK inhibitor -9%, CHX counter -1, Shiga inhibitor -3, AmpC no deterg -7%, Tb PYK inh -2% and Pf growth 48h 1%.
Cc1ccc(C(=O)NC(=S)Nc2ccccc2C)cc1 was read as Pf growth 96h -8%, LmPK inhibitor 12%, CHX counter 44*, Shiga inhibitor 97*, AmpC no deterg -6%, Tb PYK inh -2% and Pf growth 48h 64%[activator].
`COc1ccc(NC(=O)Nc2ccc(OC)cc2)cc1` gave Pf growth 96h 79%[activator], LmPK inhibitor -3%, CHX counter 22*, Shiga inhibitor 67*, AmpC no deterg -11% and Tb PYK inh -4%.
Cc1nn(C)c(C)c1NC(=O)CCl was read as Pf growth 96h 13%, LmPK inhibitor 0%, CHX counter -4, Shiga inhibitor -10, AmpC no deterg 31%, Tb PYK inh -1% and Pf growth 48h inconclusive.
For COc1ccc(CC(C)NS(=O)(=O)c2ccc3c(c2)CCN3S(C)(=O)=O)cc1OC (stereo not drawn) the results were Pf growth 96h -2%, LmPK inhibitor 0%, CHX counter 7, Shiga inhibitor -5, AmpC no deterg 39%, Tb PYK inh 3%&7% and Pf growth 48h -7%.
`CC[C@@H](C(=O)[C@@H](C)[C@@H](O)[C@H](C)CCc1ccc(C)c(O)c1C(=O)O)[C@H]1O[C@](CC)([C@H]2CC[C@](O)(CC)[C@H](C)O2)C[C@@H]1C` gave Pf growth 96h inconclusive, LmPK inhibitor -2%, CHX counter 5, Shiga inhibitor 9, AmpC no deterg 25%, Tb PYK inh 1% and Pf growth 48h 0.093µM*.
Screening COc1cc(NC(=O)c2cc3ccccc3o2)c(OC)cc1Cl returned Pf growth 96h inconclusive, LmPK inhibitor 3%, CHX counter -3, Shiga inhibitor -14, AmpC no deterg -26% and Tb PYK inh 2%.
CSc1ccc(/C=C/C(=O)c2ccc(NC(=O)C(C)C)cc2)cc1 was read as Pf growth 96h -23%, LmPK inhibitor 3%, CHX counter 4, Shiga inhibitor 2, AmpC no deterg -55%, Tb PYK inh -21% and Pf growth 48h -12%.
COc1ccc(NC(=O)CN2CCN(CC(=O)Nc3ccc4c(c3)OCO4)CC2)cc1 was read as Pf growth 96h inconclusive, LmPK inhibitor 3%, CHX counter -3, Shiga inhibitor 13, AmpC no deterg 26%, Tb PYK inh 4% and Pf growth 48h inconclusive.
For C#CCNC(=O)C1=C[C@@H](C(C)(C)C)C[C@@H](OCc2ccc(CO)cc2)O1 the results were Pf growth 96h inconclusive, LmPK inhibitor 3%, CHX counter -3, Shiga inhibitor -6, AmpC no deterg 47%, Tb PYK inh 4% and Pf growth 48h 35%[activator].
CCCn1c(C2CCCN2c2nc(C)cs2)nc2cc(Cl)c(Cl)cc21 (stereo not drawn) was read as Pf growth 96h inconclusive, LmPK inhibitor 3%, CHX counter -1, Shiga inhibitor 10, AmpC no deterg 212%[activator], Tb PYK inh 1% and Pf growth 48h inconclusive.
CCn1nc(NC(=O)Cc2ccc(OC)cc2)c2cc3cccc(C)c3nc21 was read as Pf growth 96h 18%, LmPK inhibitor -1%, CHX counter -3, Shiga inhibitor -7, AmpC no deterg -14%, Tb PYK inh 0% and Pf growth 48h 22%.
For CSc1cccc(NC(=O)OC2CCCCCCCCCCC2)c1 the results were Pf growth 96h inconclusive, LmPK inhibitor 6%, CHX counter 2, Shiga inhibitor -4, AmpC no deterg -31%, Tb PYK inh 0% and Pf growth 48h inconclusive.
Screening O=C(Nc1ccc(N2CCCCC2)cc1)c1ccccc1 returned LmPK inhibitor 3.5µM*, CHX counter 22, Shiga inhibitor 88*, AmpC no deterg -33%, Tb PYK inh -17% and Pf growth 48h -70%.
For COc1ccc(N2CCN(S(=O)(=O)CCNC(=O)COc3ccccc3C)CC2)cc1 the results were Pf growth 96h 1%, AmpC no deterg 2%, Tb PYK inh 3% and Pf growth 48h -27%.
For COc1ccc(CCNC(=O)c2ccc(OCC(=O)N3CCOCC3)c(OC)c2)cc1OC the results were Pf growth 96h -13%, LmPK inhibitor -7%, CHX counter 11, Shiga inhibitor -12, AmpC no deterg 52%, Tb PYK inh -14% and Pf growth 48h -21%.
Screening O=S(=O)(c1ccc(NC(=S)NN=C2CCCCC2)cc1)N1CCOCC1 returned Pf growth 96h inconclusive, LmPK inhibitor 1%, CHX counter -1, Shiga inhibitor 14, AmpC no deterg -16%, Tb PYK inh -20% and Pf growth 48h -15%.
